Bioassay records from PubChem.
DAX1 inh-1 – blocks DAX1 repression of SF-1 activated StAR promoter; HEK293T StAR-luciferase reporter, SF-1/DAX-1 repression relief; inhibition, % at 6.8 µM; hit rate 1.1% among 370,000; AID 652010;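 active = inhibition above the mean over all tested compounds plus 3 SD, cut at about 3.6% in these data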;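 note: 0% = DAX-1 cells with DMSO and 100% = cells lacking DAX-1 with DMSO; higher inhibition means more luminescence from relief of DAX-1 repression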
sPLA2-III inh – Inhibits HGIII-sPLA2 liposome hydrolysis, primary screen; inhibition, % at 12.2 µM; Q9NZ20; QFRET BODIPY PC-A2 liposome hydrolysis, fluorescence; hit rate 0.56% among 370,000;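 active = inhibition above mean plus 3 SD of compounds lying within the high and low control bounds, cut at about 19% in these data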;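 note: 0% = median of test compound wells and 100% = no enzyme DMSO wells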
Target sequence (Q9NZ20 whole entry, looked up): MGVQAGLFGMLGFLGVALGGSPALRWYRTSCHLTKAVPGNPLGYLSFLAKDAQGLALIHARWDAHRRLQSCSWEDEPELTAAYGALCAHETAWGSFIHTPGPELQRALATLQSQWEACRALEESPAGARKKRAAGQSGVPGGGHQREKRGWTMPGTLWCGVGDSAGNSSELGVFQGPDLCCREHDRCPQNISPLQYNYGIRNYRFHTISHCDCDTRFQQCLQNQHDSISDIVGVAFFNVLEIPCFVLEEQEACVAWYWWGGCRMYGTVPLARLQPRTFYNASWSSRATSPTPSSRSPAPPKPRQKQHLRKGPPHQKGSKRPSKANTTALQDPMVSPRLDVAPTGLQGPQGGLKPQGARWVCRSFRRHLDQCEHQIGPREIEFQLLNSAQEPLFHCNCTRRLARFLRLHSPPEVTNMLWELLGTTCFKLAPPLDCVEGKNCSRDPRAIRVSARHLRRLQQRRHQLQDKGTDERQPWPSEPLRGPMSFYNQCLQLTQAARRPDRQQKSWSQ
hgDAF-12 ag – hgDAF-12 agonism, primary luciferase screen | HEK293 GAL4-hgDAF12 UAS-luciferase reporter, agonist luminescence; normalized to butyrate control | activation, % at 6.8 µM | hit rate 1.8% among 370,000 | AID 687014;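 active = activation above a cutoff set at the mean of all screened compounds plus 3 SD, cut at about 10% in these data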;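 note: 0% = DMSO wells and 100% = sodium butyrate wells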
SMARCA2 act – SMARCA2 function activation, primary screen; AID 652017; hit rate 1% among 370,000; MG213 cells, MMTV-luciferase reporter, dexamethasone, overnight; activation, % at 9.1 µM; in the data active = activation above about 7.8%;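 note: 0% = vehicle wells and 100% = reference activator wells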
hcDAF12 agonist – H. contortus DAF-12 activation, primary screen; HEK293 hcDAF-12 lit1-tk-luc reporter, luminescence; 0% DMSO, 100% Δ7-dafachronic acid; hit rate 1.4% among 370,000; AID 652067; activation, % at 6.8 µM;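 active = activation above the mean of all tested compounds plus 3 SD, cut at about 5.5% in these data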;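 note: 100% = response to 3 µM Δ7-dafachronic acid high control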
NR1D1 modulator – modulators of human Rev-erb alpha DNA binding; activity, % at 10 µM; AID 1259318; hit rate 0.79% among 370,000; Rev-erbα–FITC-DNA binding, fluorescence polarization, 90 min; P20393;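 active = activity above about 14%, limit read from the data; passing the limit was not always enough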;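 note: 0% = DMSO wells with 35 nM protein and 100% = DMSO wells with 750 nM protein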
Target sequence (P20393 whole entry, looked up): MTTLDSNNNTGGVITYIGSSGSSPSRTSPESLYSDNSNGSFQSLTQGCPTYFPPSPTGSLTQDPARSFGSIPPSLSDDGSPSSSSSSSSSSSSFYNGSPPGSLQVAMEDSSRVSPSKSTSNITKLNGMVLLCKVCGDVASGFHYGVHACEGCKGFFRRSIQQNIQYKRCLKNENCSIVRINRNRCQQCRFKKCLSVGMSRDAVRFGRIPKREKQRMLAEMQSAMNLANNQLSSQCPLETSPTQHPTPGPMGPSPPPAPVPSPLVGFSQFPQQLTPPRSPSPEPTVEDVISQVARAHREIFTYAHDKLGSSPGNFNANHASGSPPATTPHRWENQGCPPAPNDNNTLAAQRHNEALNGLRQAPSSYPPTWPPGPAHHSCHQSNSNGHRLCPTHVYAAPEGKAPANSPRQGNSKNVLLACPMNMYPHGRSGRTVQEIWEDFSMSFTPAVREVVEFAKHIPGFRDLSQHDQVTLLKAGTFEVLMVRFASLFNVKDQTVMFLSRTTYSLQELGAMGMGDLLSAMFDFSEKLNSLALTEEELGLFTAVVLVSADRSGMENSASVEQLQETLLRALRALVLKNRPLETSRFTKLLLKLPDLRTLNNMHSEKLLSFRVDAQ
ssDAF12 agonist – activates DAF-12 receptor from parasite S. stercoralis. HEK293 ssDAF-12/GRIP1 lit1-tk-luc reporter, luminescence; % of 3 µM dafachronic acid response. AID 652126. activation, % at 6.8 µM. hit rate 1% among 370,000;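 active = activation above the mean over all tested compounds plus 3 SD, cut at about 0.9% in these data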;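 note: 0% = DMSO-only wells and 100% = 3 µM delta7-dafachronic acid wells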
PG9 binder – binds the HIV-1 gp120 antibody PG9; hit rate 0.43% among 360,000; inhibition, % at 6.7 µM; TR-FRET gp120-PG9 antibody binding; AID 624416; in the data active = inhibition above about 8.5%
PLC-beta3 inh – inhibitors of human phospholipase C beta3 | Purified PLC-beta3, fluorogenic substrate, fluorescence | inhibition, % at 12.2 µM | AID 720704 | hit rate 0.18% among 370,000; in the data active = inhibition above about 11%;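 note: 0% = median of compound wells on plate and 100% = full blocker control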
GAA850 FXN act – activators of GAA850 frataxin (FXN) promoter | HEK293 lucGAA850 FXN promoter luciferase reporter, 24 h; percent of 10 µM SAHA response | activation, % at 6 µM | hit rate 0.56% among 360,000;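 active = activation above the average of all compounds screened plus 3 SD, cutoff fixed separately per campaign, cut at about 7.5% in these data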;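 note: 0% = DMSO wells and 100% = 10 µM SAHA wells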
DAX1 inh-2 – inhibits human nuclear receptor DAX1 | AID 504766 | hit rate 0.99% among 340,000 | HEK293 Gal4-DAX1 luciferase reporter, luminescence | inhibition, % at 6.75 µM;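 active = inhibition above the mean over all tested compounds plus 3 SD, cut at about 4.2% in these data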;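 note: 0% = DAX1-transfected cells with DMSO and 100% = empty-vector control cells with DMSO; inhibition shows as a rise in luminescence from relieved DAX1 repression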
* marks the source's active call; other numbers are inactive results; nt = no result given. No enrichment for hits. About 7% of those tested had a hit in this group.

SMILES | DAX1 inh-1 | sPLA2-III inh | hgDAF-12 ag | SMARCA2 act | hcDAF12 agonist | NR1D1 modulator | ssDAF12 agonist | PG9 binder | PLC-beta3 inh | GAA850 FXN act | DAX1 inh-2
CCOc1ccc(/C(C)=N/NC(=O)Cn2nc([N+](=O)[O-])cc2C)cc1 | -0.4 | -4 | -1.9 | -2 | -0.9 | -6 | -0.3 | -2.9 | -7 | 1.1 | 1.1
CCN1C[C@@H]2[C@@H]3C(=O)N(Cc4ccccc4)C(=O)[C@@H]3[C@](C)(C1=O)N2C(=O)c1ccc(C)cc1 | -0.8 | 6 | -1.9 | 0 | -2.2 | 0 | -1.2 | 1.6 | 1 | 0.5 | 1.4
Cc1[nH]c2ccccc2c1C(=O)CN1CCC(C)CC1 | 0.3 | 4 | 2.2 | -1 | 1.0 | 3 | -0.8 | -2.0 | 0 | 0.6 | 0.8
O=C(COc1ccc(Cl)cc1Cl)N1CCCN(C(=O)COc2ccc(Cl)cc2Cl)CC1 | -2.2 | -45 | -3.0 | -5 | -2.7 | 4 | -2.0 | -1.1 | -1 | 0.3 | -1.5
O=C(Nc1ccc2c(c1)OCCO2)C(c1cc2ccccc2o1)N1CCN(c2ccc(C(F)(F)F)cn2)CC1 (stereo unspecified) | -3.1 | 9 | -7.3 | -4 | -1.9 | 0 | -2.3 | -1.2 | 0 | nt | nt
CC(=O)NC(Cc1ccccc1F)C(=O)NC1CCN(C(=O)c2cnccn2)CC1 (stereo unspecified) | -0.1 | 6 | 1.3 | -3 | -0.7 | 1 | -1.3 | 0.7 | 0 | 0.0 | -0.4
CC1CCN(c2ccc(C(=O)O)cc2NS(=O)(=O)c2ccc(F)cc2)CC1 | -0.4 | -9 | -0.8 | -1 | -2.1 | 1 | -0.9 | nt | -1 | nt | nt
Cn1ncc(Br)c1C(=O)NC1CCCC1 | 2.1 | 5 | 2.2 | -2 | -1.2 | -6 | -1.2 | -1.2 | -9 | -1.5 | -0.3
O=C(NCCCN1CCCC1=O)Nc1ccc([N+](=O)[O-])cc1 | -0.8 | 1 | 7.0 | -2 | 0.8 | 3 | -0.8 | 0.2 | -2 | -0.1 | 0.1
O=C1C2C3C=CC(C3)C2C(=O)N1c1ccc(S(=O)(=O)Nc2nccs2)cc1 (stereo unspecified) | 0.1 | -10 | 9.3 | 0 | 0.8 | -5 | -1.2 | 1.6 | -8 | 1.4 | 2.2
O=C(O)CCCn1nc(C(F)(F)F)c2c1CCCCC2 | 0.7 | 1 | -1.1 | 1 | -1.0 | -3 | -1.2 | -1.3 | 3 | 1.2 | 0.8
CS(=O)(=O)N1CCN(c2cnn(-c3ccccc3)c(=O)c2Cl)CC1 | 1.2 | 0 | 0.6 | -1 | 0.6 | -4 | -0.8 | -1.1 | 0 | 1.8 | 0.9
Cc1sc(NC(=O)c2ccccc2)c(C#N)c1-c1ccccc1 | 2.3 | 3 | 16* | 3 | 2.1 | -4 | 0.2 | 0.2 | -33 | 11* | 2.2
COc1ccccc1N1CC(C(=O)Nc2nnc(SCC(=O)NCC3CCCO3)s2)CC1=O (stereo unspecified) | 0.7 | 3 | -1.9 | 2 | 1.3 | -6 | -0.7 | -1.0 | -4 | -2.5 | -0.4
CC12CCC(c3n[nH]c(=S)nc31)C2(C)C (stereo unspecified) | 0.2 | 0 | -1.3 | 6 | -0.2 | 4 | -1.6 | -1.1 | 3 | -2.1 | 1.1
COc1ccc(OCC(=O)NCC(c2cccs2)N2CCOCC2)cc1 (stereo unspecified) | 1.7 | 0 | -4.0 | -3 | 1.6 | -2 | -1.0 | -0.2 | -1 | 2.8 | -0.6
O=C(Cc1ccccc1)NCC(=O)Nc1cccc(Cl)c1 | 0.1 | -3 | 0.6 | 1 | -0.8 | 1 | -0.9 | -2.3 | -3 | 1.3 | -0.1
C[C@H](CO)N1C[C@H](C)[C@H](CN(C)C(=O)c2ccccc2)OCc2cnnn2CCCC1=O | 0.9 | 1 | -0.1 | -1 | 1.3 | -1 | -1.5 | 0.7 | 1 | 0.2 | 0.9
CCN(CC)C(=O)[C@H]1C[C@@H]2[C@H](C[C@@H](c3ccccc3)[C@H]1C)N(c1ccc(F)cc1)C(=O)N2C/C=C(\C)CCC=C(C)C | 0.4 | 2 | 0.9 | -6 | -1.2 | 1 | -1.1 | 0.0 | -6 | nt | nt
O=C(CSc1ccccn1)N1CCCC(Nc2ccc(F)c(F)c2)C1 (stereo unspecified) | -1.5 | -3 | 1.5 | -2 | -0.9 | 6 | -0.7 | 1.6 | -31 | -1.2 | 0.3
CCCCCCN1CCS(=O)(=O)N(Cc2ccc(C(F)(F)F)cc2)C(C(=O)OC)C1 (stereo unspecified) | -0.7 | 5 | 1.4 | -1 | -2.0 | -1 | -0.6 | nt | 0 | nt | nt
Cc1ccc(N(C)C(=O)C2CCCN2S(=O)(=O)c2ccc3c(c2)n(C)c(=O)c(=O)n3C)cc1 (stereo unspecified) | 0.6 | 2 | -0.5 | -1 | -0.3 | 1 | -0.8 | -0.9 | -20 | -0.1 | -0.1
O=C(Nc1cnn(Cc2c(Cl)cccc2Cl)c1)C(c1ccccc1)c1ccccc1 | -1.1 | -18 | -2.4 | 0 | -1.3 | -8 | -1.1 | 0.7 | 1 | -4.1 | -1.3
Cc1c(Cl)c(C(F)(F)F)nn1CC(=O)NN | -0.3 | 6 | -2.2 | -2 | -0.7 | 0 | -1.4 | 0.8 | -6 | -1.2 | -0.2
CCOc1cc(/C=N/NC(=O)c2cccs2)ccc1OC(=O)N1CCOCC1 | 0.2 | -2 | 2.1 | 0 | -1.7 | 11 | -1.8 | -0.3 | -2 | 3.9 | -0.3
CCCN1CCN(C(=O)c2cc(COc3ccc(F)c(F)c3)on2)CC1 | 0.4 | -9 | 0.8 | 2 | -0.5 | 9 | -0.4 | -1.2 | -9 | 1.4 | 1.1
CCC(C)c1ccc(-n2c(=O)c3ccccc3n3c(=S)[nH]nc23)cc1 (stereo unspecified) | 0.2 | 6 | 0.1 | 0 | -0.2 | 7 | -0.7 | 4.5 | -6 | -0.9 | -0.9
COc1ccc(Cn2nnnc2CN2CCC(O)(c3ccc(F)cc3)CC2)cc1 | 0.3 | -9 | 1.1 | 6 | -1.2 | -5 | -1.5 | -0.6 | -3 | 1.8 | -0.2
COCc1cc(C)n(CC(=O)NC(C)c2ccccc2)c(=O)c1C#N (stereo unspecified) | -0.3 | 0 | 0.2 | -1 | -1.8 | -1 | -0.7 | 1.5 | -25 | 2.1 | -0.3
O=C(NCC(=O)N(Cc1ccccc1)C(C(=O)NC1CCCC1)c1ccco1)c1ccco1 (stereo unspecified) | -0.8 | -3 | -4.5 | -3 | -1.9 | -7 | -1.6 | 1.3 | 0 | -0.9 | -0.2
COc1ccc(CCNC(=O)c2ccc(NS(=O)(=O)c3c(C)noc3C)cc2)cc1OC | 0.8 | -1 | 2.8 | -4 | -0.8 | 3 | -0.8 | -1.6 | -22 | -0.2 | 0.0
CC(=O)c1ccc2c(c1)OCCOCCOc1ccccc1OCCOCCO2 | -0.2 | 2 | -1.6 | 0 | -1.4 | -2 | -1.2 | -1.8 | -2 | 0.0 | -2.5
CCN(Cc1ccccc1)S(=O)(=O)c1ccc(C(=O)Nc2nnc(-c3ccccc3OC)o2)cc1 | -0.4 | -3 | 1.5 | -1 | -1.2 | 4 | -0.7 | 0.1 | 2 | -3.0 | -0.8
O=C(CCN1CCCCO1)N1CCCC(N2CCN(c3ccc(F)cc3)CC2)C1 (stereo unspecified) | 0.3 | 3 | -1.3 | 4 | 0.8 | 1 | -1.0 | -0.1 | -3 | 1.0 | 0.2
Cc1cc(C)n2nc(C(=O)OCC(=O)N(CC(C)C)CC(C)C)nc2n1 | 1.5 | 7 | 3.4 | -1 | 0.1 | -5 | -1.3 | -0.1 | -1 | 0.5 | 0.9
O=C(O)CSc1nc(-c2ccccc2)c(-c2ccccc2)[nH]1 | -0.2 | 2 | -1.2 | -2 | -1.0 | 3 | -0.9 | -1.8 | -13 | 2.0 | -0.1
CCc1sc(-c2c(C#N)c(N)nc3c2CCCCCC3)cc1[N+](=O)[O-] | -0.2 | -3 | -0.5 | -4 | -1.2 | -4 | -0.9 | 0.8 | -1 | 6.2 | 0.5
COc1cc(NC(=O)c2ccc([N+](=O)[O-])o2)ccc1NC(=O)c1ccco1 | -1.7 | 1 | -9.7 | -2 | -5.0 | -12 | -0.7 | 0.1 | -5 | 4.8 | -1.6
Cc1ccccc1-n1c(=O)n(Cc2ccco2)c(=O)c2[nH]cnc21 | 0.1 | 9 | -4.7 | -3 | -1.2 | 0 | -1.4 | 2.0 | -9 | 3.5 | 0.4
C#CC[N+](C)(C)CC#Cc1ccccc1 | 0.2 | 2 | -1.2 | -2 | -0.8 | -4 | -0.8 | 0.6 | 1 | 0.7 | 0.7
C(=N\N1CCN(Cc2ccccc2)CC1)/c1cccs1 | 0.5 | 13 | 4.5 | -1 | -0.1 | 2 | -1.6 | -0.3 | 5 | 1.5 | 2.5
CN(Cc1ccc(Cl)c(Cl)c1)C(C(=O)NCc1ccccc1)c1ccc(C(F)(F)F)cc1 (stereo unspecified) | 1.6 | 6 | 1.4 | 6 | 2.9 | 6 | -1.2 | 0.7 | 2 | nt | nt
CC1=CC(C)C2C(=O)N(c3ccccc3)C(=O)C2C1 (stereo unspecified) | -0.3 | -3 | -0.5 | -1 | -0.9 | 1 | -1.7 | 0.0 | -2 | -1.8 | -1.2
O=C(CN1C(=O)c2ccccc2S1(=O)=O)Nc1ccc([N+](=O)[O-])cc1 | -2.4 | -2 | 1.5 | -2 | 0.2 | 3 | -1.0 | -0.1 | -2 | -1.9 | -1.1
CCOC(=O)c1nnn(-c2nonc2N)c1CN(C)C1CCCCC1 | -0.8 | 4 | 0.6 | 0 | -0.6 | 2 | -0.5 | -1.2 | -6 | 1.5 | -0.2

Compounds shown so far with two or more sulfur atoms:
SMILES | DAX1 inh-1 | sPLA2-III inh | hgDAF-12 ag | SMARCA2 act | hcDAF12 agonist | NR1D1 modulator | ssDAF12 agonist | PG9 binder | PLC-beta3 inh | GAA850 FXN act | DAX1 inh-2
O=C1C2C3C=CC(C3)C2C(=O)N1c1ccc(S(=O)(=O)Nc2nccs2)cc1 (stereo unspecified) | 0.1 | -10 | 9.3 | 0 | 0.8 | -5 | -1.2 | 1.6 | -8 | 1.4 | 2.2
COc1ccccc1N1CC(C(=O)Nc2nnc(SCC(=O)NCC3CCCO3)s2)CC1=O (stereo unspecified) | 0.7 | 3 | -1.9 | 2 | 1.3 | -6 | -0.7 | -1.0 | -4 | -2.5 | -0.4

2 entries drawn at random from the list so far:
SMILES | DAX1 inh-1 | sPLA2-III inh | hgDAF-12 ag | SMARCA2 act | hcDAF12 agonist | NR1D1 modulator | ssDAF12 agonist | PG9 binder | PLC-beta3 inh | GAA850 FXN act | DAX1 inh-2
Cc1ccccc1-n1c(=O)n(Cc2ccco2)c(=O)c2[nH]cnc21 | 0.1 | 9 | -4.7 | -3 | -1.2 | 0 | -1.4 | 2.0 | -9 | 3.5 | 0.4
CCOC(=O)c1nnn(-c2nonc2N)c1CN(C)C1CCCCC1 | -0.8 | 4 | 0.6 | 0 | -0.6 | 2 | -0.5 | -1.2 | -6 | 1.5 | -0.2
